# Bioassay records as filed in PubChem.
# USP1 inh = USP1/UAF1 (human) deubiquitinase inhibition | O94782 | recombinant USP1/UAF1, Ub-Rhodamine cleavage fluorescence | Potency, µM (titrated, usually from 57.1 µM), inactives show at the highest dose activity change, negative = inhibition, actives largely listed as inhibitors | 390,000 tested, 0.23% active | AID 743255; further: potency means the concentration at half of the fitted maximal effect; on the % scale 0 is the no-effect control and ±100 the full control effect; nearly all actives have a fitted effect of over 60% in size; inactives centre near -12
#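 Step one: compound is pinned into 1nM USP1/UAF1 in HEPES pH 7.8 buffer with TCEP. Step two: 15 min room-temperature incubation. Step three: Ub-Rho (150nM final) starts cleavage, tracked by fluorescence over six one-minute reads.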
# RGS4 inhibitor = blocks human RGS4-accelerated GTP hydrolysis; P49798; Transcreener GDP fluorescence polarization, RGS4-accelerated GTP hydrolysis; 390,000 tested, 0.039% active; Potency, µM (doses to about 114 µM), inactives show at the top dose activity change, negative = inhibition, usual class: inhibitors; further: potency means the concentration at half of the fitted maximal effect; on the % scale 0 is the no-effect control and ±100 the full control effect; nearly all actives have a fitted effect of over 75% in size; some results filed as inactive show a strong effect at the top dose
# Target sequence (P49798 whole entry, looked up): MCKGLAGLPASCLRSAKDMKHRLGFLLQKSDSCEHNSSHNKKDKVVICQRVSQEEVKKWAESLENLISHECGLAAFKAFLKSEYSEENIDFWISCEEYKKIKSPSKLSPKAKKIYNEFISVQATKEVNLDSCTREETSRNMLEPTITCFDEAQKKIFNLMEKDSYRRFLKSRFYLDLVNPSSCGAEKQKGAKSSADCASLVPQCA
#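 MLSMR compounds (23 nl, pin-transferred) preincubated 10 min at room temperature with a 500nM (2x) first reagent, then RGS4 at 900nM (2x) plus Transcreener GDP mix added; fluorescence polarization (620/688 nm) read before and after 90 min at 30 °C.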
# TrxR1 substrate = rat thioredoxin reductase 1 substrate activity; Potency, µM (doses to about 114 µM), for the others: at the top dose activity change, negative = substrate turnover; 390,000 tested, 0.01% active; AID 588456; purified TrxR1 substrate turnover, NADPH consumption readout; further: potency means the concentration at half of the fitted maximal effect; on the % scale 0 is the no-effect control and ±100 the full control effect; nearly all actives have a fitted effect of over 50% in size
#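 Rat TrxR1, dispensed at 90 nM, was prereduced with 400 uM NADPH (final) for 5 min at ~22 deg C, then incubated with compound 15 min before 400 uM selenite. A first-read NADPH fluorescence drop versus no-compound background flagged substrates.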
# Vif-A3F inh = inhibitors of Vif-A3F interaction | HeLa A3F-eYFP + Vif (tagged APOBEC3F with the HIV-1 protein that degrades it), YFP fluorescence increase | Potency, µM (titrated, usually from 46.1 µM), for inactives: top-dose activity, negative = active | 390,000 tested, 0.2% active | AID 602313; further: potency means the concentration at half of the fitted maximal effect; % of control where 0% means no effect; nearly all actives have a fitted effect of over 65% in size
#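 HeLa cells stably expressing A3F-eYFP plus Vif, plated and incubated overnight at 37 deg C, then exposed to compounds overnight at 37 deg C. Blocked degradation read as raised yellow fluorescence (Ex 488/Em 500-530).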
# TrxR1 inh = rat TrxR1 inhibition; recombinant rTrxR1, NADPH fluorescence consumption, selenite substrate; Potency, µM (top dose mostly 114 µM), without a hit: at the highest dose activity change, negative = inhibition, most hits filed as inhibitors; 390,000 tested, 1% active; AID 588453; further: potency means the concentration at half of the fitted maximal effect; on the % scale 0 is the no-effect control and ±100 the full control effect; nearly all actives have a fitted effect of over 65% in size
#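 Rat TrxR1 (90 nM in the dispensed reagent) was pre-reduced with 400 uM NADPH for 5 min at room temperature, then incubated with compound for 15 min. After 400 uM selenite was added, NADPH fluorescence (Ex 340/Em 450 nm) was followed for 8 min.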
# Vif-APOBEC3G blk = inhibitors of Vif-APOBEC3G interaction; Q9HC16; HeLa A3G-eYFP + Vif (tagged APOBEC3G with the HIV-1 protein that degrades it), YFP fluorescence, overnight; Potency, µM (titrated, usually from 46.1 µM), for inactives: top-dose activity, negative = active, most hits filed as inhibitors; 410,000 tested, 0.076% active;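 further: potency means the concentration at half of the fitted maximal effect; on the % scale 0 is the no-effect control and ±100 the full control effect; nearly all actives have a fitted effect of over 60% in size; hits raise eYFP signal because A3G escapes Vif-driven loss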
# Target sequence (Q9HC16 whole entry, looked up): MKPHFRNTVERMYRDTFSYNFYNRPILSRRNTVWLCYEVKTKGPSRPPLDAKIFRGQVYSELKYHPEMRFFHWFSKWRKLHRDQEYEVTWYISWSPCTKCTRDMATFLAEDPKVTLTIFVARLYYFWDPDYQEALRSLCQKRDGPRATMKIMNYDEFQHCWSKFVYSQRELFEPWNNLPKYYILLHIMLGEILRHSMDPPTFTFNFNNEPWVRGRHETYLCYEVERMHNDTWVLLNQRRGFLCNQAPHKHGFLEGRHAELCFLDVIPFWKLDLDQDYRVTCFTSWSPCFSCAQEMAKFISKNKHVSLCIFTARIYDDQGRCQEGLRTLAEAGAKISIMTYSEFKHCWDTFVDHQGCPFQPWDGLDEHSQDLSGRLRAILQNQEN
#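 HeLa cells stably expressing Vif and C-terminally eYFP-tagged A3G, seeded overnight at 37 deg C, then exposed to compound by pintool overnight at 37 deg C. Rise in yellow fluorescence (Ex 488/Em 500-530, Acumen) marks blocked Vif-driven A3G degradation.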
# IDH1 R132H inh = inhibitors of human mutant IDH1 R132H. IDH1-R132H enzyme, NADPH consumption, diaphorase/resazurin fluorescence. Potency, µM (series often up to 76.6 µM), for inactives: top-dose activity change, negative = inhibition, hits mostly inhibitors. AID 602179. 390,000 tested, 0.093% active; further: potency means the concentration at half of the fitted maximal effect; on the % scale 0 is the no-effect control and ±100 the full control effect; nearly all actives have a fitted effect of over 65% in size
# Target sequence (O75874 whole entry R132H, stated change not applied): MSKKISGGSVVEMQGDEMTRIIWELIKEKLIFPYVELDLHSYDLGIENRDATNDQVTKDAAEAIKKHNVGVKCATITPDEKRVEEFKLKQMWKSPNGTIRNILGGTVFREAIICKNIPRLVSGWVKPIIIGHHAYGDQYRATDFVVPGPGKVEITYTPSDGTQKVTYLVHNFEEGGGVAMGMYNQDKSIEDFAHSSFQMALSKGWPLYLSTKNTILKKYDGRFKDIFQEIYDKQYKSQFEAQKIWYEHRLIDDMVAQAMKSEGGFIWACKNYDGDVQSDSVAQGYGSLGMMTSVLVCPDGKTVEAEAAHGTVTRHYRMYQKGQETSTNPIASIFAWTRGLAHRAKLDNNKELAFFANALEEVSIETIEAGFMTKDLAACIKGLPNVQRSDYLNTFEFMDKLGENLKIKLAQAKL
#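 IDH1-R132H (0.5 ug/mL dispensed) in pH 7.5 Tris buffer was preincubated 30 min with compound, then given a substrate mix of 0.016 mM NADPH and 2 mM alpha-KG for 80 min at room temperature; remaining NADPH was read by diaphorase/resazurin fluorescence.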
# LDHA block = blocks human lactate dehydrogenase A | AID 1347041 | activity change, % (values are at about 110 or 230 µM) | 480,000 tested, 0.15% active | P00338 | purified LDHA, NADH/diaphorase-resazurin fluorescence; hits give low values; in the data active means activity change below about -30%; inconclusive means mostly about -25% to -30%;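 further: plate controls were DMSO wells for no effect and wells without enzyme for full effect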
#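 LDH5 2 nM; NADH 0.06 mM, pyruvate 0.2 mM; 200 mM Tris pH 7.4, EDTA, Tween-20; 5 min RT. Detection: diaphorase 0.133 mg/mL + resazurin 37 µM, fluorescence ex540/em590 at 0 and 20 min; normalized to enzyme-free and DMSO wells.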
# GRP78 ERSR act = inducers of ER stress response in human glioma cells; Potency, µM, for inactives: at the highest dose activation, actives largely listed as activators; U87-MG GRP78 promoter luciferase reporter, 16 h; 420,000 tested, 0.02% active; AID 602332; further: potency means the concentration at half of the fitted maximal effect; series mostly up to about 76 µM; % of control where 0% means no effect; nearly all actives have a fitted effect of over 35% in size
#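 ERSR induction read as luciferase luminescence (Bright-Glo, 10 min at room temperature) in stably transfected human U87-MG glioma cells exposed to compounds for 16 h, using GRP78 as sensor.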
# * marks the source's active call; other numbers are inactive results; ? = inconclusive; & = joins results of further samples; [ ] = dose if it differs, or a comment. Unless noted, the call rests on the fitted dose curve; in most records, active means well fitted curve in the direction sought with a large enough effect; inconclusive means small, poorly fitted or top-dose-only effect, or another doubt; inactive means no such curve, though single readings can be large; an effect the other way counts as inactive or inconclusive.
molecule | USP1 inh | RGS4 inhibitor | TrxR1 substrate | Vif-A3F inh | TrxR1 inh | Vif-APOBEC3G blk | IDH1 R132H inh | LDHA block | GRP78 ERSR act
CC(=O)c1sc2nc(-c3cccs3)cc(C(F)(F)F)c2c1N | 271%[activator] | -17% | 3% | 5µM* | -13% | ? | 0% | -2 | 1%
COc1ccc(N(CC(=O)NC2CCCC2)C(=O)Cn2nnc(-c3ccc(C)o3)n2)c(OC)c1 | -18% | 3% | 9%[57.1 µM] | 1% | 21%[57.1 µM] | 0% | 3% | -3 | -4%
CC(C)[C@H](CN1CCC[C@H]1CN1C(N)=NC[C@@H]1Cc1ccccc1)N1C[C@@H](Cc2ccccc2)N(CCc2ccc(Cl)c(Cl)c2)C1=N | -5% | -21% | 0% | ? | 2% | 0% | 0% | -3 | -6%
COc1ccc(CCNC(=O)CSc2nnc3ccc(-c4cccnc4)nn23)cc1 | -3% | 12%[11.4 µM] | -2% | -1% | 12% | 1% | -8% | -3 | -4%
CCOc1ccc(NC(=O)CSc2nc(NS(=O)(=O)c3ccc(C)cc3)cc(=O)[nH]2)cc1 | -16% | ? | 5% | -3% | 35%[activator] | 1% | 3% | -4 | -7%
CCCCCCCCCCCC1=C(O)C(=O)C=C(O)C1=O | ? | -30%&-7% | -5%&-5% | -8% | 4%&-5% | -2%&0% | -12% | -14&-9 | -3%&-5%&-12%&-5%&-12%
COc1ccccc1CNC(=O)CC(C)C | -6% | -84%[56.9 µM] | -6% | -1% | -7% | 0% | 5% | -7 | -6%
O=C(CCS(=O)(=O)c1ccc(Br)cc1)NCc1ccc(F)cc1 | -15% | -51% | 2% | 21% | ? | -9% | 8% | 1 | -5%
O=C(c1ccc(Cl)c(S(=O)(=O)NCc2ccco2)c1)N1CCN(c2ccccc2F)CC1 | -23% | ? | 5% | -10% | 16% | -20% | -1% | -1 | -3%
CCOC(=O)c1nnsc1NC(=O)Nc1ccc(OC)cc1 | -22% | -17% | 6%[57.1 µM] | 8% | 25%[57.1 µM] | -1% | 5% | -6 | -1%
Cc1cc(C)cc(NC(=O)C2CCCN2S(=O)(=O)c2ccc3c(c2)C(C)(C)C(=O)N3C)c1 (stereo unspecified) | -15%&-9% | -9%&7% | -8%[57.1 µM] | 2%&9% | 5%[57.1 µM] | 3%&5% | 14%&-11% | 1&-4 | -3%&-2%
Cc1noc2ncnc(Sc3ccc(Cl)cc3)c12 | -24% | -51% | 6%[57.1 µM] | -3% | ? | -29% | 0% | -9 | -15%
CN(Cc1c(C(=O)N/N=C/c2cccc(F)c2)nnn1-c1nonc1N)C1CCCCC1 | -19% | -27%[56.9 µM] | -10%[57.1 µM] | 7% | 16%[57.1 µM] | 1% | 9% | -2 | -3%
COc1ccc(CNc2nc(-c3cccnc3)nn2C(=O)c2ccco2)cc1 | -1% | -35% | 8%[57.1 µM] | 20% | 9%[57.1 µM] | -9% | -2% | -3 | -3%
CCOC(=O)Cn1c(=O)cnc2ccccc21 | -14% | 11% | 16% | -2% | -3% | 0% | 5% | -5 | -2%
Cc1oc(-c2ccc(Cl)cc2)nc1CS(=O)CC(=O)NCc1cccs1 (stereo unspecified) | -10% | 5% | 5%[57.1 µM] | -12% | -16%[57.1 µM] | 0% | -10% | 2 | 0%
CC(=O)c1cccc(NC(=O)CSc2nnc3ccc(-c4ccc(F)cc4)nn23)c1 | -6% | 7% | 3%[57.1 µM] | 1% | 24%[57.1 µM] | 5% | -3% | -8 | 0%
Cc1cc(OCC(=O)OCC(=O)N2CCc3ccccc3C2)ccc1Cl | -27% | -15% | -3% | -3% | 3% | 1% | 13% | 2 | -5%
Cc1cc(C(=O)OCC(=O)c2ccc(Cl)c([N+](=O)[O-])c2)c2cccc(C)c2n1 | -13% | 3% | -12% | 2% | ? | 2% | 1% | -3 | -5%
c1ccc(C2[C@H]3CN(CC4CCCCC4)[C@H](c4ccccc4)C34CC2(c2cccnc2)C4)cc1 (stereo partly specified) | -10% | -2% | -5% | -1% | -13% | 7% | -8% | -2 | -3%

# Continued.
molecule | USP1 inh | RGS4 inhibitor | TrxR1 substrate | Vif-A3F inh | TrxR1 inh | Vif-APOBEC3G blk | IDH1 R132H inh | LDHA block | GRP78 ERSR act
Cc1c(-c2ccccc2)nc2ccccc2c1C(=O)Oc1ccc([N+](=O)[O-])cc1 | -3% | -19% | 3%[57.1 µM] | -12% | -5%[57.1 µM] | 0% | 1% | -2 | -2%
CC(=O)NC(=O)c1nnn(Cc2ccccc2)c1NC(C)=O | -7% | -27% | 10% | 1% | 16% | -5% | 7% | -1 | -3%
CCN1CCN(Cc2c(O)ccc3oc(C)c(C(=O)Nc4ccc(C)cc4C)c23)CC1 | -10% | -13% | 1% | -1% | 7% | -2% | -14% | 2 | -2%
CC1CN(CC(O)COc2ccccc2C(C)(C)C)CC(C)O1 (stereo unspecified) | -17% | -25% | 8%[57.1 µM] | -2% | -2%[57.1 µM] | -1% | -3% | -1 | -5%
Cc1ccccc1NC(NC(=O)OCCn1c([N+](=O)[O-])cnc1C)C(Cl)(Cl)Cl (stereo unspecified) | -6% | 32% | 0% | -8% | 2% | -8% | 6% | -2 | -6%
N#Cc1ccc(C(=O)OCC(=O)Nc2cccc(S(=O)(=O)N3CCCCC3)c2)cc1 | -6% | -1% | 1% | -11% | 13% | -2% | 11% | -1 | -6%
COc1cccc(C2/C(=C(/O)c3cnn(-c4ccccc4)c3C)C(=O)C(=O)N2CCN(C)C)c1 (stereo unspecified) | -12% | -10% | -8% | -5% | -1%[57.1 µM] | -3% | -1% | 2 | 3%
COc1cc(C)c(C)cc1S(=O)(=O)Nc1cccc(-c2ccc(N3CCOCC3)nn2)c1 | ? | -4% | -11%[57.1 µM] | 2% | -19%[57.1 µM] | -1% | 9% | 6 | 0%
COc1ccccc1N1CCN(C(=O)c2cc3c(=O)n(Cc4ccco4)ccc3nc2C)CC1 | -16% | ? | 4%[57.1 µM] | -5% | -23%[57.1 µM] | -5% | 11% | 7 | -1%
CC(C)N1C/C(=C/c2cccnc2)C(=O)/C(=C/c2cccnc2)C1 | -22% | -38% | 3% | ? | ? | ? | 1% | 6 | -12%
O=C1CCCN1CCCNCC(O)c1ccccc1 (stereo unspecified) | -12% | 8% | 9% | 4% | 11% | -5% | 0% | -15 | -2%
CC(C)CC(c1nnnn1Cc1ccccc1)N1CCC(C(N)=O)CC1 (stereo unspecified) | -9% | 15% | 10%[57.1 µM] | -4% | 9%[57.1 µM] | 1% | 6% | 1 | 4%
O=C(NCc1ccco1)c1ccc(=O)[nH]n1 | -6% | 8% | 0%[57.1 µM] | 3% | 2%[57.1 µM] | 1% | -3% | -4 | -2%
Cc1c(NC(=O)C2CCCNC2=O)c(=O)n(-c2ccccc2)n1C (stereo unspecified) | -4% | 1% | -8% | -3% | 2% | 4% | 2% | -16 | -4%
O=C(Cc1ccccc1)N1CCC2(CC1)NCCc1[nH]cnc12 | -25% | -6% | 15% | 4% | 20% | 7% | -6% | 2 | -7%
COc1c(/C=N/NC(N)=S)c(C)nn1-c1ccccc1 | -7% | -36% | -4% | -20% | 2% | -6% | -8% | -7 | 2%
COC(=O)CN1C(=O)[C@H]2[C@@H](c3ccc(C)o3)N3C(=O)CN(Cc4ccc(-c5ccccc5)cc4)C(=O)[C@@]3(C)[C@H]2C1=O | -16% | ? | 1% | 2% | ? | 2% | -9% | 1 | 3%
O=C(C[C@H]1C/C=C/CC[C@@H](Cc2ccc(F)cc2)C(=O)O[C@@H](c2ccccc2)CNC1=O)NCCO | 15% | 23% | 11%[57.1 µM] | 1% | 25%[57.1 µM] | -1% | 1% | -5 | -4%
OC(Cc1ccnc2ccccc12)C(Cl)(Cl)Cl (stereo unspecified) | 0% | 1% | -1%[11.4 µM] | -9% | -1%[11.4 µM] | 3% | -1% | 4 | -6%
COc1ccc(CC(=O)Nc2ccc(S(=O)(=O)NC(C)C)cc2)cc1 | -11% | 3% | 1% | 4% | 18% | 3% | -1% | 2 | 2%
O=C1CN(C(=O)c2ccccc2)C(c2ccc(F)cc2)c2cc(Br)ccc2N1 (stereo unspecified) | -6%&-18% | 1%&-8% | 9%[57.1 µM] | -20%&0% | 6%&19% | -3%&-9% | -1%&5% | 1&-1 | -8%&-4%

# 3 of the entries above in order of their number in Vif-A3F inh, low to high.
mol | Vif-A3F inh
COc1c(/C=N/NC(N)=S)c(C)nn1-c1ccccc1 | -20%
Cc1c(-c2ccccc2)nc2ccccc2c1C(=O)Oc1ccc([N+](=O)[O-])cc1 | -12%
COc1cccc(C2/C(=C(/O)c3cnn(-c4ccccc4)c3C)C(=O)C(=O)N2CCN(C)C)c1 (stereo unspecified) | -5%

# A portion of the library; rates above refer to the full screens.
